# Screening data as filed in PubChem BioAssay.
# Tat export inh = blocks Tat-dependent protein export in E. coli; E. coli MC4100 TorA-mCherry Tat export, fluorescence; inhibition, % at 10 µM; actives 0.036% (n = 340,000);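 active = mean replicate inhibition at least 50% and at least half of replicates individually reaching 50%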;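 note: exported cargo escapes ClpAP degradation while cytoplasmic cargo is degraded and loses fluorescence; 0% = median of neutral control wells and 100% = median of NaSCN control wells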
# MOR-DOR inv ag = mu-delta opioid heterodimer inverse agonism | P35372+P41143 | cell-based MOR-DOR heterodimer luminescence | inhibition, % at 9.3 µM | actives 0.21% (n = 340,000); in the data active = inhibition above about 22%, passing the limit was not always enough;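 note: 0% = cells with DMSO and 100% = wells without cells with DMSO; values of inactives mirror those of a sister screen read the other way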
# Mot1-301 SUMO = inhibitors of SUMOylation pathway: yeast Mot1-301 growth rescue | growth rescue, % at 18.8 µM | actives 1% (n = 320,000) | AID 2716 | S. cerevisiae Mot1-301 growth rescue, ATP luminescence, 38.5C; percent above DMSO median, 100 means doubled;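 active = every valid replicate shows activation above 250% relative to neutral control wells; inactive = the rest, any valid replicate at or below 250%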;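 note: OY570 slx delta 5 strain wells were the positive control but not used for scaling; some compounds called inactive have numbers as strong as hits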
# OPRM1-OPRD1 ag = OPRM1-OPRD1 heterodimerization agonism. P35372+P41143. activation, % at 9.3 µM. cells, luminescence. actives 0.3% (n = 340,000); in the data active = activation above about 18%;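 note: 0% = vehicle-treated cells and 100% = reference agonist; values of inactives mirror those of a sister screen read the other way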
# HTR5A inv ctr = counter-screen for OPRM1-OPRD1 inverse agonists: human HTR5A inverse agonism | AID 504634 | actives 0.083% (n = 340,000) | P47898 | inhibition, % at 9.3 µM | HTR5A cell line, luminescence; in the data active = inhibition mostly above about 23%, no sharp cut-off; inactive = mostly below about 18%;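 note: 0% = cells with DMSO and 100% = no-cell wells with DMSO; some compounds called inactive have numbers as strong as hits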
# Target sequence (P47898 whole entry, looked up): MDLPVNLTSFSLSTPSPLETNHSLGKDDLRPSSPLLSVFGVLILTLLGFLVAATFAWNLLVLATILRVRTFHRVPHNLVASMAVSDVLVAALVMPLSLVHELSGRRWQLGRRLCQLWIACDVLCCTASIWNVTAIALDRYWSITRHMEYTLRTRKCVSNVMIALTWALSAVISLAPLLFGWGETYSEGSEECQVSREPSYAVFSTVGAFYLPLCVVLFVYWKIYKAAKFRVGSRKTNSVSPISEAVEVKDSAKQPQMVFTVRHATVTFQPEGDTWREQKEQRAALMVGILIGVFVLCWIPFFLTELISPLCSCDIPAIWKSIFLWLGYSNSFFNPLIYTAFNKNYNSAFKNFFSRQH
# PKA-R2B activ = activators of human PKA-R2B complex; P22694+P31323; PKA-R2B holoenzyme dissociation, Cy5-IP20 fluorescence polarization; R2B truncated from residue 108, S112A mutant; 0% DMSO only, 100% 113 µM cGMP; activation, % at 11.4 µM; actives 0.079% (n = 340,000);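 active = activation above a cutoff set at the mean over all compounds plus 3 SD, cut at about 18% in these data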;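 note: higher means more holoenzyme dissociation and a rise in polarization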
# Target sequence (P31323 whole entry, looked up, other chains not shown, the tested form may be a part): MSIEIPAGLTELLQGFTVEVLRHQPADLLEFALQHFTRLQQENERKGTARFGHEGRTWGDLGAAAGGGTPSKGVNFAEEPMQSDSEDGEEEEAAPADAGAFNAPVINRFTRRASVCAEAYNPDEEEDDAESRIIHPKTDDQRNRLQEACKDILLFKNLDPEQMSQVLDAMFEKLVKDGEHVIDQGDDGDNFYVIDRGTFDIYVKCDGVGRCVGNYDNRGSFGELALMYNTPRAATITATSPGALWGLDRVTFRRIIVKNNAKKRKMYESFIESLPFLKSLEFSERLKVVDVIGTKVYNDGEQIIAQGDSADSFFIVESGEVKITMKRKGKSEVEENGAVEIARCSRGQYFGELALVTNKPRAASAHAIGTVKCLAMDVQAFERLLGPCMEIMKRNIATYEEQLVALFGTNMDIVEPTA
# AddAB inh = less growth of phage-infected E. coli with AddAB; E. coli expressing H. pylori AddAB, absorbance growth; inhibition, % at 11.9 µM; actives 0.29% (n = 330,000); in the data active = inhibition above about 12%;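 note: 0% = vehicle wells of infected cells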
# PfHsp90 yeast 2 = reduces growth (ATP signal) of yeast expressing P. falciparum Hsp90; S. cerevisiae expressing PfHsp90, BacTiter-Glo ATP, 48 h; yeast lacking PDR1 and PDR3 efflux regulators; inhibition, % at 9.4 µM; actives 0.32% (n = 310,000); AID 504621;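 active = every replicate shows inhibition above about 80%, whatever the replicate mean, limit read from the data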;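 note: 0% = DMSO neutral controls and 100% = 20 µM radicicol positive controls; yeast relying on Plasmodium falciparum Hsp90 in place of its own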
# PKA-R1A activ = PKA-R1A complex activation. actives 0.083% (n = 340,000). PKA-R1A dissociation, Cy5-IP20 fluorescence polarization; scaled: DMSO 0%, 113 µM cGMP 100%. activation, % at 11.4 µM. P00514+P68181. AID 504707;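 active = percent activation above the mean of all tested compounds plus 3 SD, cut at about 19% in these data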;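 note: higher means more PKAc released from R1A so a rise in polarization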
# Ecoli viability = reduces bacterial viability in AddAB counter-screen | E. coli V3065 growth, OD600 absorbance, 18 h | inhibition, % at 11.9 µM | actives 0.27% (n = 330,000);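 active = inhibition above the campaign's mean inhibition across all tested compounds plus 3 SD, cut at about 9.9% in these data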;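 note: uninfected addAB+ strain grown without phage in ampicillin broth; 0% = DMSO wells and 100% = ciprofloxacin 0.95 µg/ml wells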
# phage Ecoli inh = E. coli growth loss with phage present | growth absorbance | inhibition, % at 11.9 µM | actives 0.26% (n = 360,000) | AID 651602; in the data active = inhibition above about 11%
# * marks the source's active call; other numbers are inactive results; i = inactive; . = no result given.
SMILES,Tat export inh,MOR-DOR inv ag,Mot1-301 SUMO,OPRM1-OPRD1 ag,HTR5A inv ctr,PKA-R2B activ,AddAB inh,PfHsp90 yeast 2,PKA-R1A activ,Ecoli viability,phage Ecoli inh
CC(=O)NCCCc1nc2ccccc2n1Cc1ccc(C)cc1,2,10,259,-1.8,-22,-6,1.8,12,-3,-2.1,0.9
O=c1c(Cc2c(F)cccc2Cl)c(O)ccn1CCCn1ccnc1,-2,10,-6,-1.9,-23,0,5.0,4,1,-0.6,0.6
CCOC(=O)N1CCN(C(=O)CCN2C(=O)COc3ccc(C)cc32)CC1,1,10,7,-1.9,-7,-9,0.5,.,-2,-0.1,0.9
Cc1c(-c2ccccn2)c(=O)[nH]n1-c1ccc(F)cc1,-7,11,4,-1.9,-5,-1,-2.1,-4,0,-4.5,1.9
Cc1cc(C)cc(NC(=O)CC2NCCNC2=O)c1 (stereo not given),-5,11,5,-2.0,16,-4,0.1,-3,7,1.1,1.1
CCOC(=O)c1c(N)nn(C(=O)c2ccccc2)c1-c1ccccc1,1,-30,9,4.1,3,0,1.2,7,1,0.2,0.9
Cc1nn(Cc2ccc([N+](=O)[O-])cc2)c(=O)n1-c1ccc(Cl)cc1,-3,-12,.,2.5,-14,1,-0.3,.,-8,1.3,-0.6
CCn1cc(C(=O)O)c(=O)c2cc(F)c(N3CCN(S(=O)(=O)c4ccc5c(c4)OCCO5)CC3)cc21,-6,-3,-20,0.6,-17,-5,94*,-14,-2,48*,7.0
Cc1ccc(NC(=O)CSc2nnc(C)c(=O)n2N)cc1,1,11,140,-2.2,7,-2,-0.1,.,-17,-0.3,0.6
COC(=O)c1cn[nH]c1NC(=S)Nc1ccc(Cl)c(Cl)c1,0,-10,-11,1.8,5,9,-0.7,-4,0,-0.5,4.6
C[C@H](CO)N1C[C@H](C)[C@@H](CN(C)Cc2ccc(-c3ccccc3)cc2)Oc2c(NC(=O)Nc3ccc4c(c3)OCO4)cccc2C1=O,-13,4,3,-0.7,-8,-12,2.5,-1,5,-0.3,2.2
Cc1cc(C)n(CC(=O)N/N=C/c2c[nH]c3ccccc23)n1,-2,9,-8,-1.8,-11,5,-1.8,20,3,-2.2,-2.3
CCCOc1cccc(C(=O)N(Cc2ccco2)C2CCS(=O)(=O)C2)c1 (stereo not given),27,3,0,-0.5,17,-8,-2.7,-2,-5,-1.7,0.9
COCCn1c(=S)[nH]c2cc(C(=O)N3CCc4ccccc4C3)ccc2c1=O,-7,12,16,-2.4,3,-9,2.2,.,-12,1.4,0.8
O=C(c1ccc(N2CCCCC2)c([N+](=O)[O-])c1)N1CCOCC1,-5,3,.,-0.6,14,2,4.2,-2,-4,-0.6,0.7
CC12CCC(=O)N1C(C(=O)Nc1ccc(SC(F)F)cc1)CS2 (stereo not given),3,2,1,-0.3,-9,-8,-0.6,15,8,-1.1,4.0
Cc1cc(=O)[nH]c(N/N=C/c2ccc(O)c(O)c2)n1,-2,4,-5,-0.7,1,1,-1.3,-2,-3,-3.9,-1.0
Cc1cc(Cl)c(S(=O)(=O)N2CCCC2)cc1OCC(=O)NC1CCCCC1,4,-22,-10,4.5,-6,1,1.6,.,1,-0.1,2.0
COc1ccc(NC(=O)NCc2ccccn2)c(OC)c1,2,3,1,-0.6,-5,6,-3.1,-10,-1,-1.3,3.1
CCOC(=O)C1CCCN(C(=O)CNC(=O)c2nn(-c3ccc(OC)c(Cl)c3)c(=O)c3ccccc23)C1 (stereo not given),2,-8,-6,1.0,-15,0,-0.2,9,-2,1.4,-2.2
COc1ccc(NC(=O)CCCNC(=O)c2ccc(Cl)cc2)cc1OC,-5,5,-7,-1.0,-11,-18,1.4,-7,0,0.0,1.5
C=COCCNC(=O)Nc1ccc(Cl)c(Cl)c1,11,-6,-18,1.0,0,3,0.1,-11,-14,-1.4,2.3
CCN(C(=O)C(C)N1C(=O)/C(=C/c2ccco2)SC1=S)C1CCS(=O)(=O)C1 (stereo not given),-1,-4,34,0.9,1,-3,3.6,9,-1,-1.7,0.1
Brc1ccc(-c2nnc3n2CCCCC3)cc1,-5,1,480,-0.2,-7,-5,2.4,.,4,-1.6,2.8
CCOC(=O)c1ccc(NC(=O)NCCN2CCCCC2)cc1,-1,3,.,-0.5,-8,-3,-1.4,-13,-2,-2.7,2.9

# At a glance, some entries already given.
SMILES,Tat export inh,MOR-DOR inv ag,Mot1-301 SUMO,OPRM1-OPRD1 ag,HTR5A inv ctr,PKA-R2B activ,AddAB inh,PfHsp90 yeast 2,PKA-R1A activ,Ecoli viability,phage Ecoli inh
O=C(c1ccc(N2CCCCC2)c([N+](=O)[O-])c1)N1CCOCC1,-5,3,.,-0.6,14,2,4.2,-2,-4,-0.6,0.7
CC12CCC(=O)N1C(C(=O)Nc1ccc(SC(F)F)cc1)CS2 (stereo not given),3,2,1,-0.3,-9,-8,-0.6,15,8,-1.1,4.0
Cc1cc(=O)[nH]c(N/N=C/c2ccc(O)c(O)c2)n1,-2,4,-5,-0.7,1,1,-1.3,-2,-3,-3.9,-1.0
Cc1cc(Cl)c(S(=O)(=O)N2CCCC2)cc1OCC(=O)NC1CCCCC1,4,-22,-10,4.5,-6,1,1.6,.,1,-0.1,2.0
COc1ccc(NC(=O)NCc2ccccn2)c(OC)c1,2,3,1,-0.6,-5,6,-3.1,-10,-1,-1.3,3.1
CCOC(=O)C1CCCN(C(=O)CNC(=O)c2nn(-c3ccc(OC)c(Cl)c3)c(=O)c3ccccc23)C1 (stereo not given),2,-8,-6,1.0,-15,0,-0.2,9,-2,1.4,-2.2
COc1ccc(NC(=O)CCCNC(=O)c2ccc(Cl)cc2)cc1OC,-5,5,-7,-1.0,-11,-18,1.4,-7,0,0.0,1.5
C=COCCNC(=O)Nc1ccc(Cl)c(Cl)c1,11,-6,-18,1.0,0,3,0.1,-11,-14,-1.4,2.3
CCN(C(=O)C(C)N1C(=O)/C(=C/c2ccco2)SC1=S)C1CCS(=O)(=O)C1 (stereo not given),-1,-4,34,0.9,1,-3,3.6,9,-1,-1.7,0.1
Brc1ccc(-c2nnc3n2CCCCC3)cc1,-5,1,480,-0.2,-7,-5,2.4,.,4,-1.6,2.8
CCOC(=O)c1ccc(NC(=O)NCCN2CCCCC2)cc1,-1,3,.,-0.5,-8,-3,-1.4,-13,-2,-2.7,2.9

# The list continues.
SMILES,Tat export inh,MOR-DOR inv ag,Mot1-301 SUMO,OPRM1-OPRD1 ag,HTR5A inv ctr,PKA-R2B activ,AddAB inh,PfHsp90 yeast 2,PKA-R1A activ,Ecoli viability,phage Ecoli inh
NC(=O)CSc1nc(-c2ccccc2)nc2c1CCCC2,2,8,-9,-1.6,9,-11,-2.9,15,-7,-0.6,1.1
COc1ccccc1N(CC(O)Cn1ccnc1C)S(=O)(=O)c1ccc(C)cc1 (stereo not given),1,6,3,-1.1,2,7,1.6,-1,7,-0.1,3.7
NC(=O)C1CCN(c2oc(-c3ccc(F)cc3)nc2S(=O)(=O)c2ccccc2)CC1,5,15,-5,-3.6,19,-4,3.0,-3,2,0.1,-1.5
CC(C)CCn1c(=O)c2ccccc2n2c(CCC(=O)NCC3CCCO3)nnc12 (stereo not given),-5,3,7,-0.6,-15,-1,2.1,-25,4,-0.4,2.6
CC(C)(C)NC(=O)Cn1c(SCC(=O)N2CCCCCC2)nc2ccccc21,-8,.,5,.,.,6,-2.1,-23,7,0.2,1.9
COc1ccc(OC)c(N(C(=O)c2ccco2)C(C(=O)NC2CCCC2)c2cc(OC)c(OC)c(OC)c2)c1 (stereo not given),-3,8,3,-1.5,5,5,3.5,14,-16,1.6,2.5
CCCc1nnc(NC(=O)C(C)N2C(=O)C3C4C=CC(C4)C3C2=O)s1 (stereo not given),1,10,-3,-1.7,8,9,2.9,.,3,-0.5,4.8
Cc1ccc(-n2nnc3c(=O)n(Cc4ccccn4)cnc32)cc1C,-7,6,0,-1.4,-9,5,-0.3,-10,-10,1.9,-0.4
CNC(=S)N/N=C/c1cn(Cc2c(F)cccc2Cl)c2ccccc12,-2,-30,-12,5.9,-21,-1,2.7,-62,2,-0.8,-0.5
CCCN(CCC)CCNS(=O)(=O)c1ccc2c(c1)oc(=O)n2C,6,8,i,-1.6,0,7,1.9,25,-7,-3.3,1.9
CCC(Oc1ccc2c(c1)C(=O)CC(C)(C)O2)C(=O)NCCN1CCCCCC1 (stereo not given),6,15,3,-2.5,-6,-3,1.2,-1,-23,-0.3,-2.1
Cc1cc(-n2[nH]c(C)c(C)c2=O)nc(-c2ccccc2O)n1,17,16,-11,-2.8,-4,-2,1.4,-10,-5,-1.0,3.0
COc1ccc(COC(=O)Nc2c(SC)nsc2SC)cc1,0,6,-1,-1.1,-15,-10,-0.2,14,-9,-0.5,3.7
CCc1nc(C)cn1S(=O)(=O)c1ccc(Br)cc1,-2,7,5,-1.4,-9,-6,.,-17,-4,.,1.8
Cc1ccc(O)c(NC(=O)CSc2n[nH]c(-c3ccccc3)n2)c1,-2,6,-2,-1.1,13,8,-1.9,4,-8,-0.2,1.0
Cc1nn(C)c(C(=O)NNC(=O)Nc2cccc(C(F)(F)F)c2)c1Cl,-2,-4,4,0.7,12,-7,-1.4,-27,-3,-0.8,2.1
O=C(NCCc1c[nH]c2ccccc12)c1ccc2c(c1)OCO2,5,-1,-19,0.1,-1,-3,3.3,13,8,1.6,4.6
COc1ccccc1-c1nnc(N)s1,-6,12,-17,-2.3,-34,8,0.2,-12,1,1.7,2.1
Cn1c(=O)[nH]c(=O)c2c1nc(NCCCO)n2CCOc1ccccc1,-6,-4,9,0.7,13,-6,-2.6,.,4,-3.4,1.8
CCN1CCCn2c1nc1c2c(=O)n(C)c(=O)n1C,-12,11,-7,-2.0,4,1,5.3,19,-6,2.6,3.6
CC(=O)OC[C@H]1COc2ccc3ccccc3c2[C@H]1N(C)C(C)=O,-1,14,-5,-2.8,1,-1,-2.3,-9,-12,-0.5,.
CCOc1ccc(-n2cnnn2)cc1S(=O)(=O)NCc1ccccc1,2,-66,0,12,16,1,0.8,-33,0,0.4,-0.3
O=C(NCc1cccnc1)c1cnc2sccn2c1=O,-6,10,6,-1.9,-22,-14,0.2,12,0,0.8,1.2
